# Source: PubChem BioAssay (National Center for Advancing Translational Sciences (NCATS))
# B2AR arrestin = recruits beta-arrestin to the human beta2-adrenergic receptor; P07550; beta-arrestin recruitment to beta2AR, cell-based reporter; Potency, µM (series often up to 46.1 µM), for the others: top-dose activation, most hits filed as activators; 330,000 compounds, 0.02% hits; AID 492947;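 note: potency is the fitted concentration of half-maximal effect; 0% = DMSO controls and full agonism = EC100 isoproterenol or metaproterenol; nearly all actives have a fitted effect of over 65% in size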
# Target sequence (P07550 whole entry, looked up): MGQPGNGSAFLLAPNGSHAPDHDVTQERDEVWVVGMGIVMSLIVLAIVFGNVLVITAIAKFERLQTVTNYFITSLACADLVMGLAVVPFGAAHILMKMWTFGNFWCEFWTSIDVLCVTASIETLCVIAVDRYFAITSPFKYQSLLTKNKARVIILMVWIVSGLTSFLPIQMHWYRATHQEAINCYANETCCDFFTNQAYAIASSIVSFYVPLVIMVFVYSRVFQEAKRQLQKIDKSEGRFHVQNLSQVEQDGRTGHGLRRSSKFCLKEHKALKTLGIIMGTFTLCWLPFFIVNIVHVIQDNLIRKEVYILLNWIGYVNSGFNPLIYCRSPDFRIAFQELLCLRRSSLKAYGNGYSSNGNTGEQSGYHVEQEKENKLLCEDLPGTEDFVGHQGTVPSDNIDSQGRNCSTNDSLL
# TSG101-PTAP inh = blocks PTAP/TSG101 interaction to inhibit HIV-1 budding; Potency, µM (highest dose often 115 µM), for inactives: top-dose activity change, negative = inhibition, usual class: inhibitors; Q99816; Fluorescence polarization, FITC-PTAP peptide / Tsg101 binding; 340,000 tested, under 10 active; active = well fitted inhibition curve with a large enough effect in the main read-out, with a control signal flat, not every such curve was filed as active; inconclusive = small, poorly fitted or top-dose-only effect, or effect the other way, or a change in a side signal; inactive = no such curve, though single readings can be large or run the other way; note: potency is the fitted concentration of half-maximal effect; % of control where 0% means no effect
# Target sequence (Q99816 whole entry, looked up): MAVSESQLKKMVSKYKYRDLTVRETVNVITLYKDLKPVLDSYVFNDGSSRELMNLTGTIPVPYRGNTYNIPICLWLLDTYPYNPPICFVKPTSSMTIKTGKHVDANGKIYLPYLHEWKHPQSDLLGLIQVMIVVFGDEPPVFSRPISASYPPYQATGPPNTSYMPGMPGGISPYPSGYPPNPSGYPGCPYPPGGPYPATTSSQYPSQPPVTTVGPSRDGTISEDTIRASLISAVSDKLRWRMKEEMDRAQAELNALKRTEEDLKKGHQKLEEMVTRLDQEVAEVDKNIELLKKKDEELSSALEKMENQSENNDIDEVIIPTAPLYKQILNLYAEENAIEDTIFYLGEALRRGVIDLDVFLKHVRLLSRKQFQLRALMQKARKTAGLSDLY
#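 FP read-out: FITC-PTAP peptide, 50 nM final, binding Tsg101 binding domain, 10 uM final; 20 min, r.t.; 10 mM HEPES pH 7.5, 0.15 M NaCl, 0.01% Tween 20, 3 mM EDTA, 0.1 mM TCEP.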
# TRPV1 ag = human TRPV1 agonism; Q8NER1; TRPV1-expressing cells, Fluo-8 calcium influx, agonist mode; activation, % at 8.33 µM; 320,000 compounds, 0.19% hits; in the data active = activation above about 80%; inconclusive = between about 30% and that limit; note: 0% is about no effect
#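 Fluo-8 calcium influx in TRPV1-expressing cells, kinetic read (ex 480/em 520 nm). Compound added and read 3 min for agonist activity, followed by capsaicin at EC20 final and 2 min further read for enhancement.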
# A-T KAP1 phos = potential ataxia-telangiectasia treatments restoring KAP-1 phosphorylation; 320,000 compounds, 0.19% hits; […] A-T fibroblasts, KAP-1 phosphorylation AlphaLISA; neocarzinostatin DNA damage 30 min before lysis; Potency, µM (series often up to 57.5 µM), for the others: at the highest dose activation, hits mostly activators; note: potency is the fitted concentration of half-maximal effect; % of control where 0% means no effect; nearly all actives have a fitted effect of over 45% in size
#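 hTERT-immortalized A-T patient fibroblasts ([…]), 500 cells/well in OPTI-MEM, 1% FBS, got compounds for 60 min, then NCS for 30 min at 37C. Lysates were then assayed for phospho-KAP-1 by AlphaLISA (anti-pKAP1 donor, anti-KAP1 acceptor beads), 6 hr at 25C.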
# Integrin act MD = integrin-mediated muscular dystrophy alleviation activation | alpha7betagal myoblasts, beta-gal FDG fluorescence, 48 h | Potency, µM (doses to about 38.3 µM), without a hit: top-dose activation, actives largely listed as activators | 350,000 compounds, 0.064% hits | AID 624291;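 note: potency is the fitted concentration of half-maximal effect; 100% = response of the positive control SU9516; nearly all actives have a fitted effect of over 60% in size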
#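 Alpha7betagal+/- myoblasts (passage 13) were plated 16-24 hr, then exposed to compounds (1:260 dilution of DMSO stock) for 48 hours at 37C. After MPER lysis, β-galactosidase reporter activity was read as FDG fluorescence (ex 480/em 540) after 30 minutes.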
# BRCA1 expr act = BRCA1 expression activation; MCF7-BRCA1-FFLuc reporter, luminescence, 48 h; response scale: scaled: vehicle 0%, 10 µM genistein 100%; Potency, µM (doses to about 46.1 µM), inactives show at the top dose activation, usual class: activators; 380,000 compounds, 1.1% hits; note: potency is the fitted concentration of half-maximal effect; nearly all actives have a fitted effect of over 80% in size; some results filed as inactive show a strong effect at the top dose
#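 Reporter cells (MCF7, BRCA1 promoter-firefly luciferase) received library compounds across a concentration series for 48 h. End-point luminescence was measured and concentration-effect curves derived after normalization.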
# ELG1 DNA repair = inhibitors of ELG1-dependent DNA repair in HEK293T cells; HEK293T ELG1-luciferase reporter, luminescence, 16 h; DNA damage induced by 5-fluorouridine; Potency, µM (doses to about 46.1 µM), without a hit: at the top dose activity change, negative = inhibition, usual class: inhibitors; 330,000 compounds, 2.3% hits; note: potency is the fitted concentration of half-maximal effect; % is set by controls: 0 for no effect and ±100 for the full control effect; nearly all actives have a fitted effect of over 55% in size
#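 Reporter activity after DNA damage by 5-fluorouridine is monitored. Compound-treated cells incubate 16 hr at 37 °C, then ONE-Glo is added for 30 min before luminescence reading.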
# TCR act = activates T cell receptor signaling; primary human leukocytes, anti-CD3, IL-2 HTRF, 48 h; Potency, µM (top dose mostly 9.22 µM), for the others: at the top dose activation of IL-2 secretion, most hits filed as activators; 330,000 tested, under 10 active; note: % of control where 0% means no effect
#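 HTRF read-out of IL-2 secretion: europium cryptate donor excited at 320nm, d2 acceptor emission at 665nm. Cells were primary human leukocytes incubated 48 hr with compounds and a-CD3 beads, supplying TCR signal only.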
# MLL CXXC-DNA inh = MLL CXXC-DNA interaction inhibition; 290,000 compounds, 0.037% hits; AID 2662; Q03164; Potency, µM (titrated, usually from 115 µM), for the others: at the top dose activity change, negative = inhibition, usual class: inhibitors; MLL-CXXC / FITC-HOXA9 DNA fluorescence polarization; active = well fitted inhibition curve with a large enough effect in the polarisation, with a control signal flat, not every such curve was filed as active; inconclusive = small, poorly fitted or top-dose-only effect, or effect the other way, or a change in a side signal; inactive = no such curve, though single readings can be large or run the other way; the % refers to the polarisation; note: potency is the fitted concentration of half-maximal effect
#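 Steps: dispense CXXC domain solution (7 uM) → pin compounds or unlabeled HOX-A9 DNA control → 5 min ambient → add FLSN-HOX-A9 solution (50 nM) → spin → 30 min ambient → fluorescence polarization. Tris pH 7.5/NaCl/DTT/BSA buffer.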
# p53 reactivation = mutant p53 re-activation in reporter cells. 320,000 compounds, 0.063% hits. H1299 p53-A138V BP100-luciferase reporter, luminescence, 24 h. Potency, µM (titrated, usually from 92.2 µM), inactives show top-dose activity change, positive = activation, usual class: activators; note: potency is the fitted concentration of half-maximal effect; % of control where 0% means no effect; nearly all actives have a fitted effect of over 45% in size
#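 p53-null H1299 cells stably carrying temperature-sensitive p53-A138V and a BP100-luciferase reporter were pinned with compounds (4-point, 1:5 series) and held 24 hrs at 37 deg C. Luminescence was read 10 min after detection reagent.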
# Numbers without * were called inactive; u = inconclusive; x = not tested or not shown; [ ] = another dose, or the depositor's remark. Unless noted, calls come from the whole dose curve; as a rule, active = well fitted curve in the direction sought with a large enough effect; inconclusive = small, poorly fitted or top-dose-only effect, or another doubt; inactive = no such curve, though single readings can be large; an effect the other way counts as inactive or inconclusive.
SMILES,B2AR arrestin,TSG101-PTAP inh,TRPV1 ag,A-T KAP1 phos,Integrin act MD,BRCA1 expr act,ELG1 DNA repair,TCR act,MLL CXXC-DNA inh,p53 reactivation
COc1ccc(OC)c(C(=O)Cn2cnc3ccccc3c2=O)c1,0.1%,-1%,-1,-2%,13%,-11%,-12%,-96%,31%[activator],0%
CCOc1ccc(-c2nc(C#N)c(N3CCN(Cc4ccccc4)CC3)o2)cc1,-1.7%,-5%,6,0%,-3%,-10%,u,-3%,-5%,7%
CNC(=O)CSc1nnc(-c2ccco2)n1-c1ccccc1OC,0.1%,-7%,-3,14%,-7%[7.66 µM],-18%,u,0%,4%,-5%
CC(C)CN(CC(C)C)c1nc(N)c(C#N)c(CC#N)c1C#N,-0.4%,0%,0,8%,1%,-40%,-15%,-17%,-1%,-8%
Cc1cccc2nc(CNc3ccc(F)cc3)cn12,-0.1%,-2%,2,3%,21%,13µM*,u,-7%,4%,u
Cc1[nH]c2ccccc2c1C(=O)CSc1nnc(C2CC2)o1,0.4%,1%,-1,-3%,13%,38%,29%,52%,x,5%
CCN(CC)C(=O)CSc1nnc(-c2ccco2)n1Cc1ccco1,-1.7%,-9%,-2,2%,-35%,3%,-5%,-5%,1%,-5%
O=C(NCc1ccc(F)cc1)c1noc2c1CCCC2,-0.7%,-10%,29,0%,4%,65%,13%,-1%,-5%,5%
CCn1ncc(C(=O)Nc2ccc(S(=O)(=O)N3CCCC3)cc2)c1C,0.2%,-1%,2,7%,-4%,-12%,u,0%,-8%,-49%[inhibitor]
CCOC(=O)C1CCN(C(=O)CNC(=O)c2nn(-c3ccc(OC)cc3)c(=O)c3ccccc23)CC1,0.0%,-4%,-1,-5%,28%,67%,u,3%,-6%,29%
CCOC(=O)N1CCC(NC(=O)CN2C(=O)CCSc3ccccc32)CC1,0.2%,-2%,-2,1%,6%,1%,u,-12%,2%,3%
CCOc1cc(C(=O)Nc2nnc(C)s2)cc(OCC)c1OCC,-0.8%,-2%,22,16%,-1%,-2%,7%,2%[46.1 µM],4%,-12%
O=C(O)c1cccc(NS(=O)(=O)c2ccc(Cl)c(C(=O)Nc3cccc([N+](=O)[O-])c3)c2)c1,x,-1%,x,x,35%,22%,x,-5%,x,x
C/C(=N\NC(=S)NCc1ccccc1)c1ccc(Cl)cc1,-0.5%,-5%,1,2%,0%,-9%,4%,13%[46.1 µM],-4%,u
COc1ccc(C2=CC(=O)C[C@H](c3ccc(F)cc3)C2)c(F)c1F,-0.9%,2%,u,4%,-5%,0%,u,-8%,x,-11%
CC(C)NC(=O)c1cc2c(C(F)(F)F)nn(C)c2s1,-0.9%,-7%,0,-3%,29%,-33%,0%,4%,-6%,-6%
O=C(O)c1ccccc1Nc1cccc(C(F)(F)F)c1,0.2%,-1%,-1,-2%,x,2%,-3%,0%,10%,12%
COc1ccc(-c2cc3ncc(C(C)=O)c(C)n3n2)cc1,-0.1%,-1%,-1,4%,6%,u,u,6%,6%,4%
O=C(Nc1ccc(NC(=O)c2ccccc2)nc1)c1ccncc1,-0.9%,-1%,1,6%,-19%,u,u,-1%,u,0%
NC(=S)NNc1c(F)c(F)c(F)c(F)c1F,-0.3%,-2%,3,-5%,-1%,-16%,-6%,6%,1%,-2%
CCOC(=O)Cn1nnc(-c2cccc(OC)c2)n1,-0.5%,-5%,-2,-2%,3%,3%,20%,4%,0%,-18%
COc1cc(/C=C2/C(=O)N(c3ccc(C(=O)O)cc3)N=C2C)cc(OC)c1O,0.4%,17%,4,-6%,10%,-7%,-5%,-6%,31%,-1%
C=CCSc1nn2c(=O)c3ccccc3nc2s1,-0.4%,-4%,1,1%,u,2.8µM*,u,x,5%,19%
COc1cc(-c2ccc(NC(=O)CN3CCC(C)CC3)c(OC)c2)ccc1NC(=O)CN1CCC(C)CC1,-0.1%,-11%,x,-14%,-21%,-8%,14%,-2%,9%,0%
Cn1nnnc1SCC(=O)c1c(N)n(C)c(=O)n(C)c1=O,-0.6%,0%,1,6%,-3%,-18%,-1%,-3%,-3%,-3%
CC1(C)C2CCC(C2)C1(C)NC(=O)CNCc1cccs1 (configuration not stated),-0.4%,-2%,22,15%,0%,10%,8%,8%,-2%,-4%
Cc1c(C(=O)C(=O)NCCCn2ccnc2)c2ccccc2n1C,-0.2%,-5%,0,4%,3%,4%,15%,2%,-1%,7%
Cc1ccc(N(CN2C(=O)C3CC=CCC3C2=O)C(=O)c2ccco2)cc1Cl (configuration not stated),-0.2%,-3%,11,1%,-9%,0%,-12%,-1%,14%,-7%
CCCc1c(O)nc(SCCN(CC)CC)n(C(=O)c2ccccc2)c1=O,0.0%,-8%,6,9%,-3%,-40%,4%,1%,165%[activator],u
CCOC(=O)c1ccccc1NC(=O)CSc1ncc(C(=O)OCC)c(N)n1,-0.6%,-4%,5,3%,-17%,-12%,u,5%,-2%,-4%
O=C(Nc1cccnc1Cl)c1ccc2c(Cl)c3c(nc2c1)CCC3,0.1%,0%,u,5%,-6%,36%,u,6%,12%,u
CC1CCCCN1S(=O)(=O)c1ccc(C(=O)Nc2ccccc2-c2nc3ccccc3[nH]2)cc1 (configuration not stated),-0.4%,-5%,6,0%,20%,-76%[inhibitor],u,-3%[46.1 µM],22%,-6%
O=C(NC(NC(=O)c1ccccc1)c1ccccc1)c1ccccc1,0.0%,-2%,2,0%,18%,8%,u,-10%,15%,18%
c1cc(C2CCCCC2)ccc1Oc1nc(N2CCOCC2)nc(N2CCOCC2)n1,0.0%,-3%,-2,-1%,15%,-8%,-15%,2%,-4%,-8%
Cc1cc(OC(=O)c2cccc(Br)c2)c([N+](=O)[O-])c(=O)[nH]1,-1.1%,-3%,1,4%,23%,-1%,0%,-3%,-1%,x
Cn1c(-c2ccsc2)c(-c2cccs2)c2cc(-c3cccc4[nH]ccc34)ccc21,0.0%,1%,1,6%,21%,-56%,12%,10%,x,-5%
Cc1cc(S(=O)(=O)Nc2ccc(C(=O)NCc3ccncc3)cc2)ccc1F,0.2%,-3%,-1,-1%,-13%,-37%,4%,9%,x,1%
COc1cccc(OC)c1C(=O)N1CCN(Cc2ccncc2)CC1,0.5%,-4%,3,-4%,0%,0%,10%,-7%,3%,4%
Cc1ccc(S(=O)(=O)NCc2ccccc2)cc1C(=O)N(C)CC(=O)Nc1ccccc1Br,x,0%,x,x,-7%,-1%,x,11%,x,x
COc1ccc(Nc2nc(C(=O)N3CCc4ccccc4C3)cs2)cc1,2.5%,0%,-3,-1%,-26%,0%,11%,5%,-7%,-3%
COc1ccc(NC(=O)c2sc(SC)nc2N)cc1,-0.6%,-5%,17,-1%,12%,85%,u,1%,10%,u
CC(Oc1ccc(F)cc1)C(=O)Nc1ccccc1N1CCCCC1 (configuration not stated),-0.6%,x,22,21%,-29%,-51%,1%,-5%,17%,4%
COc1ccc(NC(=O)CSCC(=O)NCc2cccc(C(F)(F)F)c2)cc1,-0.2%,0%,9,-1%,5%,-15%,11%,10%,x,-5%
O=C(NC1CCN(CC(=O)N(c2ccccc2)c2ccccc2)CC1)c1ccc([N+](=O)[O-])cc1,-0.8%,-1%,-5,0%,-54%[inhibitor],-5%,u,-1%,-12%,-3%
O=C(Nc1ccc2c(c1)OCO2)C(c1ccc(Cl)cc1)N1CCC2(CC1)OCCO2 (configuration not stated),0.4%,1%,-2,-3%,13%,-19%,-18%,-2%,3%,2%
CC(C)(C)n1nnnc1C(c1cccnc1)N1CCOCC1 (configuration not stated),-0.3%,3%,1,-3%,u,21%,7%,7%,-7%,3%
N=c1oc2ccccc2cc1-c1nc2ccccc2c(=O)[nH]1,0.0%,-1%,3,8%,-3%,1%,u,-4%,-20%,10%
CCCc1cc(=O)[nH]c(SCC(=O)NC(=O)OCC)n1,-0.3%,-9%,2,14%,-17%,5%,3%,2%,25%,17%
CCn1c(C)cc2c(c1=O)C(c1ccccc1)C(C(=O)OC)=C(N)O2 (configuration not stated),-1.0%,-6%,4,1%,-22%,-20%,u,3%,8%,2%
N#Cc1ccccc1Sc1ccccc1C(=O)NCC(c1ccco1)N1CCCC1 (configuration not stated),-0.6%,1%,5,-3%,-2%,-38%,0%,3%,x,-7%
CCC(Oc1ccccc1)C(=O)Nc1ccccc1C(=O)N1CCOCC1 (configuration not stated),-0.6%,x,1,13%,-9%,-19%,-9%,-3%,6%,-10%

# Some of the entries so far, bar-delimited.
smiles | B2AR arrestin | TSG101-PTAP inh | TRPV1 ag | A-T KAP1 phos | Integrin act MD | BRCA1 expr act | ELG1 DNA repair | TCR act | MLL CXXC-DNA inh | p53 reactivation
N#Cc1ccccc1Sc1ccccc1C(=O)NCC(c1ccco1)N1CCCC1 (configuration not stated) | -0.6% | 1% | 5 | -3% | -2% | -38% | 0% | 3% | x | -7%
CCC(Oc1ccccc1)C(=O)Nc1ccccc1C(=O)N1CCOCC1 (configuration not stated) | -0.6% | x | 1 | 13% | -9% | -19% | -9% | -3% | 6% | -10%

# Random draw from the library, and some 3.8% of all compounds hit somewhere here.
